# Source: PubChem (several laboratories)
# T cell modulator: T cell immune modulation candidate. calls only at 7 µM. 2C CD8+ T cell-vesicle binding, flow cytometry; active compounds read low. actives 0.068% (n = 330,000);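 active means response, share of CD8 T cells binding vesicles, and their 90th percentile fluorescence all below set limits, cut at about 80% in these data, passing the limit was not always enough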
#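 System: murine 2C transgenic CD8+ T lymphocytes; also added: QL9-loaded Drosophila micro-vesicles; times: binding 1.5 h at 37 °C; measured by: flow cytometry, PE anti-B7-1 (FL2) versus Alexa647 anti-CD8 (FL8), PFA-fixed; control set: Peptide-free naked vesicles (low) and QL9 vesicles with 0.7% DMSO vehicle (high)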
# Myeloid diff MLP: compounds promoting myeloid differentiation; ER-HoxA9 myeloid progenitors, lysozyme-GFP differentiation, flow cytometry; calls only at 10 µM; AID 624256; actives 1% (n = 360,000);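 active means normalized GFP-positive differentiation at or above the plate's own cutoff, the solvent-only control mean plus 3 SD; inconclusive means no clear call, values can overlap the other calls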;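 further: cells exposed to compound for four days before flow analysis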
# NTR1 agonist: agonists of NTR1, primary screen, imaging, U2OS cells, beta-arrestin-GFP, high content (AID 493036). NTR1-U2OS beta-arrestin-GFP spot imaging, agonist mode. activation, % at 20 µM. actives 0.17% (n = 330,000);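 active means activation at or above 40% of the spot to cytoplasm intensity ratio, with at least 20 cells analyzed; inconclusive means wells under 20 cells, flagged as cytotoxic or low count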;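 further: 0% = DMSO without peptide and 100% = 100 nM NTR1 peptide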
# Target sequence (P30989 whole entry, looked up): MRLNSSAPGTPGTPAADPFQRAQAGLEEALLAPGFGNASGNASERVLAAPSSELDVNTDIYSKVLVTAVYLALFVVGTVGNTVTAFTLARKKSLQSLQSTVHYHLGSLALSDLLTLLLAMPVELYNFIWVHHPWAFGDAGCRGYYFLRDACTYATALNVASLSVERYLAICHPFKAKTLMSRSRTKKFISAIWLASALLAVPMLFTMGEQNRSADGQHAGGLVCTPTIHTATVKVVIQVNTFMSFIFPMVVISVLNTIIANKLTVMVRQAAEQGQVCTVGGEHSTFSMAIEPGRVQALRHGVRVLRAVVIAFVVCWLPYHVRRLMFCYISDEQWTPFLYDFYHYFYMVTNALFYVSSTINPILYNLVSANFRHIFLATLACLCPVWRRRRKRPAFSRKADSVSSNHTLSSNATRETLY
# NOD1 NF-kB reporter: NOD1 signaling inhibitors, primary screen, cell-based, luminescence, uHTS (AID 1578). actives 1% (n = 290,000). NOD1-driven NF-kB luciferase reporter cells, luminescence; higher % means a stronger effect. inhibition, % at 4 µM, or EC50 in µM where a hit was titrated; in the data active means inhibition mostly above about 36%, no sharp cut-off; inactive means mostly below about 34%;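 further: HEK-293T reporter cells stimulated with the NOD1 agonist gamma-tri-DAP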
# GPR55 LPI antagonism: inhibition of LPI-stimulated GPR55 beta-arrestin translocation – imaging, U2OS, beta-arrestin-GFP, LPI agonist, primary screen (AID 2013) | actives 0.13% (n = 290,000) | U2OS GPR55 beta-arrestin-GFP translocation imaging, LPI antagonism; higher % means a stronger effect | inhibition, % at 10 µM; hits with a dose series show IC50 in µM;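 active means spots per cell inhibited over 60%, with over 100 cells counted and total cytoplasm intensity under 500,000; inconclusive means wells with under 100 cells, flagged as likely toxic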;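 further: U2OS cells stably carrying GPR55 and arrestin-GFP stimulated by 5 µM LPI near EC80; imaged beta-arrestin-GFP aggregate spots per cell after agonist stimulation; plate controls were LPI-stimulated DMSO wells for no effect and DMSO wells without LPI for full effect; some results filed as inactive read as strong as hits; confirmed hits need IC50 under 10 µM and bright autofluorescent wells are also inconclusive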
# GPR55 activation: GPR55 agonists via beta-arrestin recruitment, primary screen, imaging, U2OS cells, beta-arrestin-GFP redistribution (AID 1961). one-dose activation, % at 10 µM; EC50 in µM for titrated hits. U2OS GPR55 beta-arrestin-GFP redistribution imaging; higher % means a stronger effect. actives 0.048% (n = 290,000);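 active means activation above 40% with more than 50 cells counted in the well; inconclusive means wells holding fewer than 50 cells, flagged as toxic or sparse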;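 further: U2OS osteosarcoma cells stably expressing GPR55 and beta-arrestin-GFP; plate controls were DMSO negative control for no effect and LPI positive control for full effect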
# HEK293 NOD2/NF-kB: inhibition of NOD2-driven NF-kB reporter – cell-based, luminescence, uHTS, HEK293 (AID 1566); inhibition, % at 4 µM, or EC50 in µM where a hit was titrated; HEK293 NOD2/NF-kB luciferase reporter, luminescence; higher % means a stronger effect; actives 0.63% (n = 290,000); further: many of its hits are not listed in these tables
# KOR beta-arrestin-1: KOR antagonists, beta-arrestin recruitment, cell-based, luminescence, uHTS (AID 1778); KOR beta-arrestin recruitment, luminescence, antagonist mode; higher % means a stronger effect; inhibition, % at 10 µM; hits with a dose series show IC50 in µM; actives 0.091% (n = 290,000); further: strong numbers were not always called active
# KOR beta-arrestin-2: KOR agonists, beta-arrestin recruitment, primary screen, cell-based, luminescence, uHTS (AID 1777). one-dose activation, % at 10 µM; EC50 in µM for titrated hits. KOR beta-arrestin recruitment, luminescence; higher % means a stronger effect. actives 0.02% (n = 280,000); in the data active means activation above about 50%, passing the limit was not always enough; further: a part of the inactive calls stands beside numbers as strong as those of hits
# T cell modulator vesicle-bound %: second read-out of T cell modulator, no call of its own (marks repeat the call); double positive events, %; measured here: CD8+ vesicle-bound cell fraction;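 binding gate set so that unloaded-vesicle control wells show 10% double positive cells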
# NTR1 agonist cell count 20 µM: second read-out of NTR1 agonist, no call of its own (marks repeat the call); cell count; measured here: cell count, cytotoxicity flag
# Myeloid diff MLP GFP+ MAC1+ %: second read-out of Myeloid diff MLP, no call of its own (marks repeat the call); GFP+ MAC1+ double positive, %; measured here: differentiation confirmed by MAC1 staining
# * hit, by the source's call; i = inactive; u = inconclusive; x = not tested or not shown; [ ] = another dose, or the depositor's remark. Unless noted, no stated cut-off is given here; in the data, active means inhibition above about 50%; inactive means the rest. Some of the compounds tested; count on the stated rates, not on these rows.
SMILES,T cell modulator,T cell modulator vesicle-bound %,Myeloid diff MLP,Myeloid diff MLP GFP+ MAC1+ %,NTR1 agonist,NTR1 agonist cell count 20 µM,NOD1 NF-kB reporter,GPR55 LPI antagonism,GPR55 activation,HEK293 NOD2/NF-kB,KOR beta-arrestin-1,KOR beta-arrestin-2
COc1cc(NC(=O)c2cccs2)c(OC)cc1NC(=O)c1ccco1,i,52,i,2.3,1.8,38,-18%,8%,-0.2%,-1%,3%,0.6%
OC(CN1CCN(c2ccccc2)CC1)Cn1c2ccccc2c2ccccc21 (configuration not stated),i,16,i,0.3,27,59,14%,16%,0.3%,9%,5%,-2.0%
COc1ccc(C2=NN(C(=O)c3cccc([N+](=O)[O-])c3)C(c3cccc([N+](=O)[O-])c3)C2)cc1 (configuration not stated),i,57,i,11,1.5,59,-12%,-3%,-0.4%,-1%,23%,-2.7%
N#C/C(=C(/O)COC(=O)c1ccc2c(c1)OCCO2)c1nc2ccccc2[nH]1,i,28,i,0.5,-1.5,75,-24%,8%,-0.1%,11%,-1%,-6.0%
COc1ccc2nc(NNC(=O)c3cc(=O)c4ccccc4o3)sc2c1,i,37,i,3.4,0.5,89,-2%,10%,0.7%,-5%,9%,-3.0%
C/C(CC(=O)Nc1ccc(Cl)cc1Cl)=N\NC(=O)C(=O)N1CCCC1,i,36,i,0.7,-0.8,49,-35%,8%,0.1%,4%,12%,-7.1%
COc1ccccc1OCC(=O)Nc1ccc2c(c1)OCO2,i,27,i,1.6,1.5,55,-64%,12%,-0.1%,9%,13%,-1.5%
COc1ccc(-n2nnnc2-c2cnc3cc4c(cc3c2C)OCO4)cc1,i,29,i,2.0,-0.2,79,4%,8%,-0.3%,-16%,17%,-1.4%
CCCCNC(=O)COC(=O)c1ccc(NC(C)=O)cc1,i,33,i,1.1,-0.5,32,-16%,4%,0.8%,20%,-13%,-4.0%
CCCOc1ccc(Oc2nc(-c3ccncc3)nc3ccccc23)cc1,i,21,i,0.1,12,55,-8%,0%,-0.2%,5%,-6%,5.9%

# 3 entries from above, sorted by the number in T cell modulator vesicle-bound %, lowest first.
SMILES | T cell modulator | T cell modulator vesicle-bound % | Myeloid diff MLP GFP+ MAC1+ % | NOD1 NF-kB reporter | HEK293 NOD2/NF-kB | KOR beta-arrestin-1 | KOR beta-arrestin-2
N#C/C(=C(/O)COC(=O)c1ccc2c(c1)OCCO2)c1nc2ccccc2[nH]1 | i | 28 | 0.5 | -24% | 11% | -1% | -6.0%
CCCCNC(=O)COC(=O)c1ccc(NC(C)=O)cc1 | i | 33 | 1.1 | -16% | 20% | -13% | -4.0%
C/C(CC(=O)Nc1ccc(Cl)cc1Cl)=N\NC(=O)C(=O)N1CCCC1 | i | 36 | 0.7 | -35% | 4% | 12% | -7.1%

# Following part
SMILES,T cell modulator,T cell modulator vesicle-bound %,Myeloid diff MLP,Myeloid diff MLP GFP+ MAC1+ %,NTR1 agonist,NTR1 agonist cell count 20 µM,NOD1 NF-kB reporter,GPR55 LPI antagonism,GPR55 activation,HEK293 NOD2/NF-kB,KOR beta-arrestin-1,KOR beta-arrestin-2
CCC(C)NC(=O)c1cc(S(=O)(=O)N2CCCCC2)c[nH]1 (configuration not stated),i,15,i,2.9,-1.1,51,-8%,7%,-0.1%,19%,-21%[20 µM],-5.0%
CC(C1CC2CCC1C2)n1c(-c2cccs2)n[nH]c1=S (configuration not stated),i,13,i,0.3,11,47,1%,14%,0.9%,7%,18%,-0.6%
CCOC(=O)C1CCN(C(=O)c2ccc3snnc3c2)CC1,i,8,i,1.0,1.6,42,-5%,0%,0.1%,4%,35%,13%
O=C(NNC(=O)C(O)(c1ccccc1)c1ccccc1)C1CC1,i,44,i,0.2,1.6,52,-25%,23%,-0.6%,18%,19%,1.6%
O=C(Cn1ccc2ccccc2c1=O)NCCC(=O)N1CCN(c2ccccc2)CC1,i,22,i,3.5,-0.3,39,7%,-3%,0.6%,20%,-83%,7.7%
CCOc1ccc(C(=O)N/N=C/c2cc(Cl)ccc2[N+](=O)[O-])cc1,i,51,i,0.4,1.2,65,6%,0%,0.0%,0%,15%,-0.6%
Clc1ccc(-c2nnc(-c3ccccc3Cl)o2)cc1,i,57,i,1.9,4.5,51,-135%,4%,-0.1%,-280%,-16%,-2.4%
CCCn1c(SCC(=O)/C(C#N)=C(\C)N)n[nH]c1=O,i,19,i,3.5,0.0,53,-8%,8%,0.3%,14%,-10%,6.6%
CC(C)CN(C(=O)COC(=O)c1c2c(nc3ccccc13)CCC2)c1c(N)n(Cc2ccccc2)c(=O)[nH]c1=O,i,50,i,1.3,2.6,58,-24%,25%,-0.1%,10%,22%,-2.2%
CN(C(=O)CSc1nc(-c2ccc(F)cc2)cs1)C1CCS(=O)(=O)C1 (configuration not stated),i,26,i,13,1.4,46,-4%,29%,-0.1%,6%,-8%,-2.2%

# Entries of single compounds from above. Screens in order: T cell modulator, T cell modulator vesicle-bound %, Myeloid diff MLP, Myeloid diff MLP GFP+ MAC1+ %, NTR1 agonist, NTR1 agonist cell count 20 µM, NOD1 NF-kB reporter, GPR55 LPI antagonism, GPR55 activation, HEK293 NOD2/NF-kB, KOR beta-arrestin-1, KOR beta-arrestin-2
# CCOc1ccc(C(=O)N/N=C/c2cc(Cl)ccc2[N+](=O)[O-])cc1 is listed with i, 51, i, 0.4, 1.2, 65, 6%, 0%, 0.0%, 0%, 15%, -0.6%
# O=C(Cn1ccc2ccccc2c1=O)NCCC(=O)N1CCN(c2ccccc2)CC1 is listed with i, 22, i, 3.5, -0.3, 39, 7%, -3%, 0.6%, 20%, -83%, 7.7%

# Remaining list, next part.
SMILES,T cell modulator,T cell modulator vesicle-bound %,Myeloid diff MLP,Myeloid diff MLP GFP+ MAC1+ %,NTR1 agonist,NTR1 agonist cell count 20 µM,NOD1 NF-kB reporter,GPR55 LPI antagonism,GPR55 activation,HEK293 NOD2/NF-kB,KOR beta-arrestin-1,KOR beta-arrestin-2
CCC1Oc2ccc(C)cc2N(Cc2cccc(C)c2)C1=O (configuration not stated),i,49,i,0.5,3.6,71,-13%,14%,0.5%,2%,-12%,-4.4%
COc1ccccc1-c1cc(C(=O)N/N=C\c2cnn(C)c2C)c2ccccc2n1,i,50,i,0.5,4.6,67,-10%,19%,1.2%,3%,11%,3.9%
CCO/C=C1\C(=O)N(c2ccc(OCC)cc2)C(=O)c2ccccc21,i,51,u,x,-0.3,64,-23%,-5%,-0.3%,11%,8%,-0.1%
O=C(COC(=O)Cn1cnc2ccccc21)Nc1cccc2c1C(=O)c1ccccc1C2=O,i,39,u,x,4.7,56,-27%,-22%,-0.2%,4%,-33%,-1.4%
Cc1cccn2c(=O)c3cc(C(=O)NCCN4CCOCC4)c(=N)n(Cc4cccnc4)c3nc12,i,36,i,0.4,2.3,73,8%,-11%,-0.2%,39%,35%,3.5%
CC(C)(C)OC(=O)CNC(=O)c1[nH]cnc1C(=O)Nc1ccc(CNC(=O)OC(C)(C)C)cc1,i,36,u,x,9.9,87,11%,42%,-0.1%,18%,12%,-0.8%
Cc1ccc(S(=O)(=O)c2nc(S(C)(=O)=O)sc2N2CC(C)OC(C)C2)cc1 (configuration not stated),i,34,i,1.5,-0.6,64,-12%,11%,0.2%,13%,21%,-6.2%
COc1ccc(OC)c2[nH]c(=O)c(CCNC(=O)C(=O)c3c(C)[nH]c4ccccc34)cc12,i,58,i,0.9,-2.1,91,-30%,17%,0.6%,10%,7%,-5.0%
O=S(=O)(NCC1(N2CCOCC2)CCCCC1)c1ccc(Cl)cc1C(F)(F)F,i,23,i,0.8,1.9,56,-26%,9%,0.7%,8%,9%,2.6%
O=C(Cc1ccccc1)NN1C(=O)C2C3C=CC([C@@H]2C1=O)C31CC1 (some centres not stated),i,53,i,0.1,0.0,38,-29%,16%,0.1%,2%,-9%,0.7%
O=C(COc1cccc(NC(=O)c2cccc([N+](=O)[O-])c2)c1)c1ccc(Br)cc1,i,38,i,1.4,1.7,44,31%,-11%,0.2%,4%,4%,0.7%
COc1cccc2cc(C(=O)C3=C(O)C(=O)N(CCN4CCOCC4)C3c3ccc(Cl)cc3)oc12 (configuration not stated),i,38,i,0.7,1.2,35,-6%,9%,-0.1%,2%,10%,-0.7%
CC(C(=O)O)n1nnc2ccccc21 (configuration not stated),i,52,i,0.6,-1.2,62,-5%,3%,-0.3%,-8%,-15%,1.7%
COc1nc(-c2ccccc2)cc(C(F)(F)F)n1,i,60,i,6.7,-0.4,86,-10%,6%,-0.1%,2%,-36%,6.0%
CCOC(=O)c1cc(C)sc1NC(=O)CN1CCN(C(=O)c2ccco2)CC1,i,49,i,7.4,3.3,58,18%,-14%,0.0%,25%,-11%,4.8%
N#CC1=C(N)SC(C(=O)c2ccccc2)C1c1cccs1 (configuration not stated),i,22,i,1.0,1.7,85,-6%,3%,-0.1%,15%,-31%,-4.0%
CN(C)c1ccc(N=Nc2cccc(F)c2)cc1,i,26,u,x,0.8,44,-96%,3%,-0.2%,-47%,-37%,-1.9%
Cc1cc(C)cc(N(C(C)C(=O)N2CCCC2)S(C)(=O)=O)c1 (configuration not stated),i,40,i,0.8,2.6,58,-26%,0%,0.3%,0%,7%,-3.6%
COc1cc(/C=N/N2CCN(c3ccccc3OC)CC2)ccc1OC(C)=O,i,66,i,0.4,0.1,67,-17%,-4%,-0.3%,16%,-50%[20 µM],-1.0%
COC(=O)CCc1c(COC(C)=O)[nH]c(C(=O)OCc2ccccc2)c1C,i,23,i,0.2,4.5,53,0%,4%,0.3%,6%,-16%,-2.1%
COc1ccc(N/C(=C/[N+](=O)[O-])SC)cc1,i,11,i,0.2,1.2,66,-25%,-3%,0.0%,20%,-6%,-0.6%
CCC(C(=O)Nc1cccnc1)c1ccccc1 (configuration not stated),i,36,i,0.6,0.8,48,x,4%,-0.2%,x,-13%,1.6%
O=C(COC(=O)/C=C/c1cccs1)NC1CC1,i,12,i,0.4,-1.3,38,-11%,-2%,0.3%,14%,-15%,-1.6%
O=C(NC1CCCC1)C(c1cccs1)N(CC1CCCO1)C(=O)Cc1cccs1 (configuration not stated),i,30,i,0.8,-1.3,54,-14%,15%,-0.2%,-8%,25%,-4.0%
